BRCA1 expr up: BRCA1 expression activation; AID 624202; MCF7-BRCA1-FFLuc reporter, luminescence, 48 h; response scale: scaled: vehicle 0%, 10 µM genistein 100%; Potency, µM (doses to about 46.1 µM), for inactives: top-dose activation, hits mostly activators; 380,000 tested, 1.1% active; further: nearly all actives have a fitted effect of over 80% in size; some results filed as inactive show a strong effect at the top dose
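Activators of BRCA1 expression were detected as increased firefly luciferase luminescence in engineered MCF7 cells after 48 h compound incubation. Signals were scaled to genistein 10 microM as full activation.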
RORg inh: ROR gamma (mouse) transcription inhibition; Drosophila S2 Gal4-RORgamma UAS-luciferase reporter, 20 h; AID 2551; P51450; 310,000 tested, 5.4% active; Potency, µM (series often up to 53.6 µM), for inactives: top-dose activity change, negative = inhibition, hits mostly inhibitors; further: on the % scale 0 is the no-effect control and ±100 the full control effect; nearly all actives have a fitted effect of over 60% in size
Target sequence (P51450 whole entry, looked up, the tested form may be a part): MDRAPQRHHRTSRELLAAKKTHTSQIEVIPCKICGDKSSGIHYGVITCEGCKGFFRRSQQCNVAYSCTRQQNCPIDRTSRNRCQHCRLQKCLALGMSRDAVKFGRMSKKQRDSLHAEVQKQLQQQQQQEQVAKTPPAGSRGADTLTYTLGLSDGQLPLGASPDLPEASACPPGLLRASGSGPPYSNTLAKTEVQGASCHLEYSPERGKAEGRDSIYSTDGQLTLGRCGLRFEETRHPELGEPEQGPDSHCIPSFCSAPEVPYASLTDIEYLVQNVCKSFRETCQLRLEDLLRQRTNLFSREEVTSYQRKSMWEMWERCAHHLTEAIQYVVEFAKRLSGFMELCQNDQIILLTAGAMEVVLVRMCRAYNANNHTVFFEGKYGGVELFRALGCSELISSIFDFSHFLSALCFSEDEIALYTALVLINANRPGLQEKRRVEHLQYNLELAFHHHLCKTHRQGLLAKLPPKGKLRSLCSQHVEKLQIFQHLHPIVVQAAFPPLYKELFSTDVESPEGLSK
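Drosophila Schneider cells stably carrying a metallothionein-driven Gal4 DBD–ROR gamma fusion and a UAS-Photinus luciferase reporter were exposed to compound for 1 hr, then induced with copper sulfate (700 uM final) for 20 hr at ambient temperature before luminescence reading.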
NPC1 promoter act: activates the NPC1 promoter. Huh7 NPC1 promoter luciferase reporter, 24 h. AID 485313. Potency, µM (series often up to 9.22 µM), for the others: top-dose activation, actives largely listed as activators. 320,000 tested, 2.4% active;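 further: % of control where 0% means no effect; nearly all actives have a fitted effect of over 60% in size; reporter is driven by a mutant NPC1 promoter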
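Luminescence read-out of NPC1 promoter-driven luciferase in stably transfected Huh7 cells; compounds delivered in DMSO and left 24 h at 37C, 5% CO2, qHTS titration format.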
VP16 counter: Gal4-VP16 reporter inhibition counter-screen; Drosophila S2 Gal4-VP16 UAS-luciferase, luminescence, 20 h; Potency, µM (doses to about 53.6 µM), for the others: top-dose activity, negative = inhibition, usual class: inhibitors; 310,000 tested, 3.5% active;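 further: Gal4-VP16 expression switched on by copper sulfate through the metallothionein promoter; on the % scale 0 is the no-effect control and ±100 the full control effect; nearly all actives have a fitted effect of over 50% in size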
MBNL1 CUG block: inhibitors of human MBNL1 binding to CUG repeat RNA | 280,000 tested, 0.036% active | TR-FRET MBNL1-His/biotin-(CUG)12 binding, 665/545 ratio | Potency, µM (titrated, usually from 57.5 µM), inactives show at the top dose activity change, negative = inhibition, usual class: inhibitors | AID 2675 | Q9NR56; active means well fitted inhibition curve with a large enough effect in the signal ratio, with a control signal flat, not every such curve was filed as active; inconclusive means small, poorly fitted or top-dose-only effect, or effect the other way, or a change in a side signal; inactive means no such curve, though single readings can be large or run the other way; the % refers to the signal ratio; further: on the % scale 0 is the no-effect control and ±100 the full control effect
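Inhibition of protein-RNA binding appears as loss of TR-FRET between terbium anti-His antibody on MBNL1-His and streptavidin-XL665 on biotin-(CUG)12. Activity is normalized to buffer-only and uninhibited-complex controls.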
uPA generation: inhibitors of cell surface uPA generation; Potency, µM (titrated, usually from 38.3 µM), for inactives: at the highest dose activity change, negative = inhibition, most hits filed as inhibitors; cell surface uPA generation assay, qHTS; 330,000 tested, 0.31% active; active means well fitted inhibition curve with a large enough effect; inconclusive means small, poorly fitted or top-dose-only effect; inactive means no such curve, though single readings can be large or run the other way; tested in mouse RAW 264.7 cells; further: on the % scale 0 is the no-effect control and ±100 the full control effect; nearly all actives have a fitted effect of over 55% in size
Rab9 prom act: activates the Rab9 promoter; AID 485297; 320,000 tested, 2.8% active; Huh7 Rab9 promoter-luciferase reporter, luminescence, 24 h; Potency, µM (titrated, usually from 9.22 µM), for the others: at the top dose activation, negative = inhibition, usual class: activators; further: % of control where 0% means no effect; nearly all actives have a fitted effect of over 60% in size
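Promoter activation is measured as luciferase luminescence in Huh7 cells stably transfected with a Rab9 promoter–luciferase construct, following 24 h compound exposure at 37 °C and 10 min reagent incubation at ambient temperature.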
ELG1 genotox: genotoxicity induction in ELG1-luciferase HEK293T cells; HEK293T ELG1-luciferase reporter, luminescence, 16 h; Potency, µM (highest dose often 46 µM), for the others: at the top dose activity change, positive = activation, most hits filed as activators; 330,000 tested, 1.3% active; AID 504466; further: % of control where 0% means no effect; nearly all actives have a fitted effect of over 60% in size
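HEK293T cells expressing luciferase-tagged ELG1 were exposed to compound or DMSO vehicle for 16 hr at 37 °C and 5% CO2. Luciferase activity was then measured with ONE-Glo after 30 min at room temperature.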
p53 reactivator: re-activators of mutant p53; 320,000 tested, 0.063% active; H1299 p53-A138V BP100-luciferase reporter, luminescence, 24 h; Potency, µM (titrated, usually from 92.2 µM), without a hit: at the highest dose activity change, positive = activation, actives largely listed as activators; AID 504706; further: % of control where 0% means no effect; nearly all actives have a fitted effect of over 45% in size
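p53-null H1299 cells stably carrying temperature-sensitive p53-A138V and a BP100-luciferase reporter were pinned with compounds (4-point, 1:5 series) and held 24 hrs at 37 deg C. Luminescence was read 10 min after detection reagent.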
FLuc counter: counter-screen for miR-21 project: firefly luciferase inhibitors or activators | Potency, µM (series often up to 57.5 µM), for inactives: top-dose activity change, negative = inhibition, hits mostly inhibitors | 360,000 tested, 6.9% active | P08659 | purified FLuc, Km substrates, luminescence inhibition;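 further: plate controls were vehicle for no effect and reference inhibitor for full effect; nearly all actives have a fitted effect of over 55% in size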
Target sequence (P08659 whole entry, looked up): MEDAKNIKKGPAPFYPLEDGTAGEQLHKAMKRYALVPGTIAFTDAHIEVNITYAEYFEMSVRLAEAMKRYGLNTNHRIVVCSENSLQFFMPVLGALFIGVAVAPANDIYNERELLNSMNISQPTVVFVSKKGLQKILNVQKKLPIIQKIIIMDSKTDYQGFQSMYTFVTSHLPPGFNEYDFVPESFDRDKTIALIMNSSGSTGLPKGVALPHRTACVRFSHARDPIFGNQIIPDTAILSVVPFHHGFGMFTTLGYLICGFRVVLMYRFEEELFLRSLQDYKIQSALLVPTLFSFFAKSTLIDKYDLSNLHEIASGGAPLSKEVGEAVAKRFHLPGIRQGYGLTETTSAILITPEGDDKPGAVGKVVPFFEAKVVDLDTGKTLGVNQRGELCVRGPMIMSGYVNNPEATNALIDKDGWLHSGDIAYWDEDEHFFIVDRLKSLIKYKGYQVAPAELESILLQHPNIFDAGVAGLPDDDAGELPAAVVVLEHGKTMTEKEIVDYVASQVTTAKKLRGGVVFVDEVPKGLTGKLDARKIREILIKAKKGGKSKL
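Purified P. pyralis luciferase (10nM final) with 10uM D-luciferin and 10uM ATP (Km levels) in 50mM Tris acetate pH 7.5, 10mM Mg acetate, 0.01% Tween-20, 0.05% BSA; qHTS 6-point titration, ~60 µM downward; luminescence read.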
An asterisk follows results filed as active; u = inconclusive; x = no result given; [ ] = remark or other dose. Unless noted, the call rests on the fitted dose curve; in most records, active means well fitted curve in the direction sought with a large enough effect; inconclusive means small, poorly fitted or top-dose-only effect, or another doubt; inactive means no such curve, though single readings can be large; an effect the other way counts as inactive or inconclusive. Potency means the concentration at half of the fitted maximal effect.

SMILES	BRCA1 expr up	RORg inh	NPC1 promoter act	VP16 counter	MBNL1 CUG block	uPA generation	Rab9 prom act	ELG1 genotox	p53 reactivator	FLuc counter
COc1ccc(N2CCN(C(=O)CSc3nnnn3C3CC3)CC2)cc1	15%	x	-5%	x	x	10%	-7%	0%	-10%	4%
O=C(/C=C/c1cccc(Cl)c1)NCCc1ccccc1	u	u	1%	6%	-11%	4%	-6%	u	u	u
COC(=O)c1c(NC(=O)C(=O)N2CCOCC2)sc2c1CCCC2	-2%	2%	9%	4%	11%	7%	-2%	0%	-5%	1%
COc1ccccc1NC(=O)c1sc2ncn(Cc3ccccc3C)c(=O)c2c1C	-55%	4%	-1%	1%	37%[activator]	3%	-7%	0%	5%	0%
O=C(O)Cc1ccc(O)c(F)c1	0%	-40%	0%	-13%	-5%	-18%	-7%	0%	-1%	3%
CC(=O)Nc1nc(C)c(Oc2ccc(Cl)cc2)c(=O)[nH]1	0%	-3%	-1%	13%	x	1%	-4%	1%	-4%	5%
Cc1c(C(=O)OC(C)C)sc(N)c1C(=O)OC(C)C	50%	-10%	20%	u	-7%	2%	27%	11%	24%	21µM*
COc1ccc(N2CC(C(=O)Nc3nnc(SCc4ccccn4)s3)CC2=O)cc1 (stereo not given)	-5%	23%	-2%	7%	16%	1%	2%	1%	-3%	0%
Cc1ccc(S(=O)(=O)N2CCN(CC(=O)N/N=C/c3ccco3)CC2)cc1	5%	25%	-1%	u	8%	4%	-1%	5%	2%	4%
O=C(CSCc1ccccc1)NCCCN1CCOCC1	18%	16%	-3%	1%	0%	-5%	-3%	2%	1%	-3%
COc1ccc(OC)c(NC(=O)CSc2nnnn2-c2ccccc2F)c1	-24%	16%	0%	0%	-1%	-7%	-1%	-4%	-15%	0%
C/C(=N/OC(=O)c1cccc(Cl)c1)c1nccs1	5%[1.84 µM]	-27%	4%	-21%	-3%	3%	1%	-3%	-1%	2.1µM*
CCN=C1S/C(=C\c2ccc(Sc3ccc(Cl)cc3)o2)C(=O)N1CC	-12%	8%	0%	3%	-6%	3%	3%	-1%	0%	5%
O=C1OC(=O)c2cc([N+](=O)[O-])ccc21	-6%	6%	-1%	-2%	x	-15%	-1%	-2%	12%	2%
C=CCNC(=O)c1onc(CSc2ccccn2)c1C(=O)NCC=C	-1%	5%	-5%	-17%	0%	6%	-5%	6%	2%	0%
O=S(=O)(Nc1nc2ccccc2nc1Nc1ccc2c(c1)OCCO2)c1cccs1	-2%	u	1%	-7%	-1%	-2%	-7%	0%	4%	u
Cc1cc(C)nc(N2CCC(C(=O)NCc3cccs3)CC2)n1	-1%	10%	1%	-4%	-9%	13%	9%	2%	1%	1%
N=c1c2c(ncn1CCCO)Oc1cc(O)ccc1C2c1ccccc1 (stereo not given)	-1%	-21%	-2%	4%	-1%	4%	-2%	4%	0%	1%
COc1cccc(N(C(=O)CNC(=O)c2ccco2)C(C(=O)NC2CCCC2)c2cccnc2)c1 (stereo not given)	-12%	-15%	-6%	-2%	1%	x	5%	-23%	1%	-1%
O=C1CN(c2nnnn2-c2ccccc2)CCN1	9%	-40%	1%	1%	-5%	-6%	-1%	0%	-2%	-1%
CC(NC(=O)CN1C(=O)NC(C)(C2CC2)C1=O)c1ccc(F)cc1 (stereo not given)	2%	x	0%	x	x	3%	-6%	0%	2%	-1%
C=CCOc1ccc(CNc2nn[nH]n2)cc1	9%	2%	1%	4%	10%	2%	2%	7%	10%	-17%
CCOc1ccc(NS(=O)(=O)c2ccc3c(c2)oc(=O)n3C)cc1	-18%	13%	0%	-10%	8%	x	17%	-3%	-1%	0%
COc1ccc(C(=O)CC(=O)C(=O)Nc2cccc([N+](=O)[O-])c2C)cc1	-12%	10µM*	-2%	u	0%	-7%	-3%	-7%	14%	0%
O=C(NCCNC(=O)c1ccccc1)c1ccccc1	-1%	3%	-2%	4%	-11%	7%	2%	3%	2%	0%
Cc1cccn2cc(CNC(=O)CC3CCCC3)nc12	-17%	-12%	-1%	8%	-1%	1%	-3%	0%	-11%	4%
NC(=O)N=Nc1c(O)n(Cc2ccccc2)c2ccc(Br)cc12	-34%	u	3%	-7%	u	6%	0%	2%	-7%	-2%
O=C(O)CCC(=O)N1c2ccccc2NC2=C(C(=O)CC(c3ccc(F)cc3)C2)C1c1ccc([N+](=O)[O-])o1 (stereo not given)	-4%	5%	2%	-9%	u	2%	1%	1%	3%	-4%
COc1ccc(C(=O)COC(=O)CN2C(=O)C3C4CCC(C4)C3C2=O)cc1 (stereo not given)	-5%	-4%	-2%	-20%	0%	-15%	-2%	-3%	0%	-8%
CCC(C)[C@H](NC(=O)NCc1cccs1)C(=O)OC (stereo not given in full)	3%	0%	1%	-2%	-4%	3%	0%	2%	4%	-1%
Cc1noc(NS(=O)(=O)c2ccc(N/C=C/C(=O)c3ccccc3)cc2)c1C	21%	0%	9%	-7%	u	x	-5%	20%	10%	u
O=C(Nc1ccc(S(=O)(=O)N2CCCC2)cc1)c1ccc(CN2CCOCC2)cc1	-45%	u	-25%	-6%	-6%	4%	-18%	-5%	0%	-1%
CCOC(=O)C1=C(C)N(CC)C(=S)NC1c1ccc(Cl)cc1 (stereo not given)	-14%	7.1µM*	-1%	6.3µM*	6%	2%	0%	-1%	-15%	3%
COc1cc(/C=N/n2cnnc2)ccc1OCc1ccccc1	84%	23%	-3%	0%	u	1%	-17%	4%	12%	-12%
CCN(CC)CCNC(=O)CCCNC(=O)Cn1cnc2sc(C)c(C)c2c1=O	-11%	5%	0%	0%	-12%	1%	0%	-2%	-1%	-3%
Cn1nnc2ccccc2c1=O	9%	2%	-3%	4%	-5%	-4%	-5%	9%	-4%	-2%

Part of the list above in order of count of non-hydrogen atoms, lowest first.
SMILES	BRCA1 expr up	RORg inh	NPC1 promoter act	VP16 counter	MBNL1 CUG block	uPA generation	Rab9 prom act	ELG1 genotox	p53 reactivator	FLuc counter
O=C(CSCc1ccccc1)NCCCN1CCOCC1	18%	16%	-3%	1%	0%	-5%	-3%	2%	1%	-3%
CCOC(=O)C1=C(C)N(CC)C(=S)NC1c1ccc(Cl)cc1 (stereo not given)	-14%	7.1µM*	-1%	6.3µM*	6%	2%	0%	-1%	-15%	3%
CCOc1ccc(NS(=O)(=O)c2ccc3c(c2)oc(=O)n3C)cc1	-18%	13%	0%	-10%	8%	x	17%	-3%	-1%	0%
CCN(CC)CCNC(=O)CCCNC(=O)Cn1cnc2sc(C)c(C)c2c1=O	-11%	5%	0%	0%	-12%	1%	0%	-2%	-1%	-3%

(continued)
SMILES	BRCA1 expr up	RORg inh	NPC1 promoter act	VP16 counter	MBNL1 CUG block	uPA generation	Rab9 prom act	ELG1 genotox	p53 reactivator	FLuc counter
Cc1ncoc1C(=O)NC1CC(C)(C)Cc2c1cnn2-c1ccc(F)cc1 (stereo not given)	1%	14%	-3%	12%	-9%	-3%	-5%	-2%	-2%	4%
O=C(CC1NCCNC1=O)Nc1cccc([N+](=O)[O-])c1 (stereo not given)	13%	-2%	2%	10%	u	-4%	-6%	0%	0%	-1%
CCC(CC)C(=O)Nc1cccc(C(=O)Nc2ccc3c(c2)OCO3)c1	102%	44%	27%	12%	-7%	-6%	18%	11%	u	u
CC1(C)CC(=O)C(C=Nc2ccc(O)cc2)=C(O)C1	-1%	-1%	3%	6%	21%	u	-2%	3%	u	-20%
Cc1nc(C(=O)N2CCCC(C(=O)c3cccc(OC(C)C)c3)C2)cs1 (stereo not given)	-5%	u	-4%	-1%	-2%	0%	0%	-8%	-2%	2%
CC(=O)Nc1cc(C)nn1-c1nc(C)cc(C)n1	-8%	u	1%	0%	-3%	-5%	-1%	1%	0%	-1%
CC(NCC(=O)Nc1cc(S(=O)(=O)N2CCCCCC2)ccc1Cl)c1ccccc1 (stereo not given)	-47%	23%	-7%	1%	-7%	u	3%	-6%	11%	-1%
O=C(N1CCOCC1)C(F)(F)C(=O)N1CCOCC1	-3%	6%	-4%	3%	-1%	4%	-1%	1%	10%	1%
CN(Cc1ccccc1)S(=O)(=O)c1ccc(C(=O)Nc2nnc(C3CC3)o2)cc1	-58%	0.28µM*	0%	0.56µM*	-4%	-6%	-10%	0%	5%	0%
CCOC(=O)c1sc2nc(CSc3ccccc3)nc(N3CCC(C(N)=O)CC3)c2c1C	-87%	39%	-9%	4%	x	2%	0%	-8%	-12%	-7%
Cc1ccc(C)c(NC(=O)CN(C)C(=O)c2ccc(-n3cncn3)c([N+](=O)[O-])c2)c1	-4%	x	2%	x	x	8%	-2%	2%	-2%	2%
O=C1CCCC/C1=N\Nc1ccc(C2CCCCC2)cc1	x	-14%	25%	-11%	14%	x	u	4.6µM*	18%	1.7µM*
COc1cccc(/C=C/C(=O)Nc2cc(S(=O)(=O)N3CCOCC3)ccc2OC)c1	-11%	x	-2%	x	x	1%	-3%	4%	1%	2%
N#CC(c1ccccc1O)N1N=C(c2ccccc2)CC1c1ccccc1 (stereo not given)	30%	u	16%	u	-7%	-12%	u	u	u	9.5µM*
Cc1cccc(C(=O)NC(NCCc2ccccc2)C(Cl)(Cl)Cl)c1 (stereo not given)	35%	20%	13%	2%	-12%	-5%	-6%	-12%	-1%	-5%

Source: PubChem BioAssay (National Center for Advancing Translational Sciences (NCATS))

Compounds as they come, and some 13% of all compounds hit somewhere here.
